Compound activity as filed in PubChem BioAssay.
KOR beta-arrestin-1 = KOR agonists, beta-arrestin recruitment, primary screen, cell-based, luminescence, uHTS (AID 1777). Kappa-type opioid receptor (Homo sapiens). KOR beta-arrestin recruitment, luminescence; higher % means a stronger effect. activation, % at 10 µM, or EC50 in µM where a hit was titrated. 280,000 compounds, 0.02% hits; in the data active = activation above about 50%, passing the limit was not always enough; note: a part of the inactive calls stands beside numbers as strong as those of hits
HIV fusion peptide = inhibitors of HIV fusion peptide binding, primary screen, biochemical, uHTS, fluorescence dequenching (AID 1986). 290,000 compounds, 0.3% hits. cell-free peptide binding, fluorescence dequenching, 30 min; higher % means a stronger effect. one-dose inhibition, % at 20 µM; IC50 in µM for titrated hits; in the data active = inhibition mostly above about 52%, no sharp cut-off; inactive = mostly below about 76%; note: some results filed as inactive read as strong as hits
GPR55 LPI antagonism = GPR55 antagonists blocking LPI-driven arrestin recruitment, primary screen, imaging, U2OS, beta-arrestin-GFP, LPI agonist (AID 2013); 290,000 compounds, 0.13% hits; one-dose inhibition, % at 10 µM; IC50 in µM for titrated hits; G-protein coupled receptor 55 (Homo sapiens); U2OS GPR55 beta-arrestin-GFP translocation imaging, LPI antagonism; higher % means a stronger effect;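 active = spots per cell inhibited over 60%, with over 100 cells counted and total cytoplasm intensity under 500,000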;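 note: U2OS cells stably carrying GPR55 and arrestin-GFP stimulated by 5 µM LPI near EC80; imaged beta-arrestin-GFP aggregate spots per cell after agonist stimulation; plate controls were LPI-stimulated DMSO wells for no effect and DMSO wells without LPI for full effect; some results filed as inactive read as strong as hits; confirmed hits need IC50 under 10 µM and bright autofluorescent wells are also inconclusive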
Large T inhibition = SV40 large T antigen inhibitors, biochemical (AID 1903). SV40 large T antigen ATPase/helicase inhibition assay; higher % means a stronger effect. one-dose inhibition, % at 20 µM; IC50 in µM for titrated hits. 310,000 compounds, 0.39% hits; in the data active = a potency from the dose series; note: strong numbers were not always called active
GPR55 activation = GPR55 agonists via beta-arrestin recruitment, primary screen, imaging, U2OS cells, beta-arrestin-GFP redistribution (AID 1961); G-protein coupled receptor 55 (Homo sapiens); U2OS GPR55 beta-arrestin-GFP redistribution imaging; higher % means a stronger effect; one-dose activation, % at 10 µM; EC50 in µM for titrated hits; 290,000 compounds, 0.048% hits;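 active = activation above 40% with more than 50 cells counted in the well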;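 note: U2OS osteosarcoma cells stably expressing GPR55 and beta-arrestin-GFP; plate controls were DMSO negative control for no effect and LPI positive control for full effect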
HEK293 NOD2/NF-kB = NOD2 signaling inhibitors, cell-based, luminescence, uHTS, HEK293 (AID 1566); HEK293 NOD2/NF-kB luciferase reporter, luminescence; higher % means a stronger effect; 290,000 compounds, 0.63% hits; inhibition, % at 4 µM; hits with a dose series show EC50 in µM; note: many of its hits are not listed in these tables
Rac1 GTP hydrolysis = MgcRacGAP GTPase-activating activity inhibitors, confirmation, biochemical, ADP Hunter fluorescence. MgcRacGAP-stimulated Rac1 GTP hydrolysis, ADP Hunter fluorescence; higher % means a stronger effect; GST-tagged Rac1 F28L mutant substrate. inhibition, % at 30 µM; hits with a dose series show IC50 in µM. 340,000 compounds, 0.6% hits;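 active = first-screen hits whose inhibition reached a set limit at any dose in the follow-up dose series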;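 note: fluorescence reports GDP produced by GAP-driven GTP hydrolysis; strong numbers were not always called active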
NOD1 NF-kB reporter = NOD1 signaling inhibitors, primary screen, cell-based, luminescence, uHTS (AID 1578); NOD1-driven NF-kB luciferase reporter cells, luminescence; higher % means a stronger effect; inhibition, % at 4 µM, or EC50 in µM where a hit was titrated; 290,000 compounds, 1% hits; in the data active = inhibition mostly above about 36%, no sharp cut-off; inactive = mostly below about 34%;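 note: HEK-293T reporter cells stimulated with the NOD1 agonist gamma-tri-DAP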
KOR beta-arrestin-2 = KOR antagonists, beta-arrestin recruitment, cell-based, luminescence, uHTS (AID 1778); KOR beta-arrestin recruitment, luminescence, antagonist mode; higher % means a stronger effect; Kappa-type opioid receptor (Homo sapiens); 290,000 compounds, 0.091% hits; inhibition, % at 10 µM, or IC50 in µM where a hit was titrated; note: strong numbers were not always called active
* hit, by the source's call; [ ] = dose if it differs, or a comment. Cut-off read from the data, not from the text of the source, unless noted: active = inhibition above about 50%; inactive = the rest. Not all compounds are listed (hit frequency here may not be typical).

Cc1ccc(S(N)(=O)=O)cc1NC(=O)/C=C/c1cccs1 was read as KOR beta-arrestin-1 -3.6%, HIV fusion peptide -1.6%, GPR55 LPI antagonism 12.7%, Large T inhibition 17.1%, GPR55 activation 0.0%, HEK293 NOD2/NF-kB 18.2%, Rac1 GTP hydrolysis -0.3%, NOD1 NF-kB reporter 5.1% and KOR beta-arrestin-2 -0.2%.
Screening CCCn1c(=O)c2ccccc2n2c(SCCOc3ccc(Cl)cc3)nnc12 returned KOR beta-arrestin-1 -7.6%, HIV fusion peptide -2.0%, GPR55 LPI antagonism -2.9%, Large T inhibition 12.9%, GPR55 activation -1.0%, HEK293 NOD2/NF-kB -0.5%, Rac1 GTP hydrolysis 3.1%, NOD1 NF-kB reporter -20.9% and KOR beta-arrestin-2 -21.9%.
Screening Cc1ccc2[nH]cc(CCNC(=O)c3ccc([N+](=O)[O-])cc3)c2c1 returned KOR beta-arrestin-1 -5.2%, HIV fusion peptide -3.0%, GPR55 LPI antagonism -13.6%, Large T inhibition 10.2%, GPR55 activation -0.6%, HEK293 NOD2/NF-kB -7.7%, Rac1 GTP hydrolysis 1.3%, NOD1 NF-kB reporter -1.0% and KOR beta-arrestin-2 14.9%.
O=Cc1ccccc1-c1cn(CCCOCc2ccccc2)nn1 was read as KOR beta-arrestin-1 0.1%, HIV fusion peptide -0.1%, GPR55 LPI antagonism 11.1%, Large T inhibition 14.2%, GPR55 activation -0.1%, HEK293 NOD2/NF-kB 0.9%, Rac1 GTP hydrolysis 7.7%, NOD1 NF-kB reporter -16.9% and KOR beta-arrestin-2 -19.0%[20 µM].
`O=C(CC1SC(=O)N(c2ccccc2)C1=O)Nc1cccc2ccccc12` (stereo not drawn) gave KOR beta-arrestin-1 3.1%, HIV fusion peptide 12.2%, GPR55 LPI antagonism 8.6%, Large T inhibition 70.4µM*, GPR55 activation -1.9%, HEK293 NOD2/NF-kB 10.2%, Rac1 GTP hydrolysis 27.4%, NOD1 NF-kB reporter -2.4% and KOR beta-arrestin-2 10.2%.
Screening CCOC(=O)N1CCN(C(=O)COC(=O)c2cc(Cl)c(O)c(Cl)c2)CC1 returned KOR beta-arrestin-1 -3.7%, HIV fusion peptide -0.3%, GPR55 LPI antagonism 6.2%, Large T inhibition 9.6%, GPR55 activation 0.4%, HEK293 NOD2/NF-kB 10.2%, Rac1 GTP hydrolysis 5.4%, NOD1 NF-kB reporter -14.2% and KOR beta-arrestin-2 -16.4%.
`O=C(CN(c1ccc(F)cc1)S(=O)(=O)c1ccccc1)NCc1ccco1` gave KOR beta-arrestin-1 -4.7%, HIV fusion peptide 0.7%, GPR55 LPI antagonism -6.3%, Large T inhibition 6.5%, GPR55 activation -0.2%, HEK293 NOD2/NF-kB 14.2%, Rac1 GTP hydrolysis 10.5%, NOD1 NF-kB reporter 1.8% and KOR beta-arrestin-2 15.2%.
CC1CC(C)(C)n2c(O)c(N=NC(N)=S)c3cccc1c32 (stereo not drawn) was read as KOR beta-arrestin-1 0.0%, HIV fusion peptide -3.1%, GPR55 LPI antagonism -1.3%, Large T inhibition 4.9%, GPR55 activation -0.2%, HEK293 NOD2/NF-kB 23.9%, Rac1 GTP hydrolysis 1.2%, NOD1 NF-kB reporter 2.4% and KOR beta-arrestin-2 22.8%.
Screening O=C1C2C3C=CC(CO)(O3)C2C(=O)N1c1ccccc1-c1ccccc1 (stereo not drawn) returned KOR beta-arrestin-1 -3.5%, HIV fusion peptide 1.1%, GPR55 LPI antagonism 10.9%, Large T inhibition 13.7%, GPR55 activation -0.2%, HEK293 NOD2/NF-kB 23.9%, Rac1 GTP hydrolysis 5.0%, NOD1 NF-kB reporter 72.3%* and KOR beta-arrestin-2 33.5%.
For CCCCCCOc1cccc(N)c1 the results were KOR beta-arrestin-1 -1.8%, HIV fusion peptide 4.2%, GPR55 LPI antagonism 6.9%, Large T inhibition 14.3%, GPR55 activation -0.3%, HEK293 NOD2/NF-kB -13.6%, Rac1 GTP hydrolysis -14.0%, NOD1 NF-kB reporter -21.2% and KOR beta-arrestin-2 -18.9%.
For CCOc1ccc(NS(=O)(=O)c2ccc(C(=O)NCCCN3CCCC3=O)cc2)cc1 the results were KOR beta-arrestin-1 0.7%, HIV fusion peptide 0.2%, GPR55 LPI antagonism 11.5%, Large T inhibition 9.0%, GPR55 activation -0.1%, HEK293 NOD2/NF-kB 8.2%, Rac1 GTP hydrolysis 6.8%, NOD1 NF-kB reporter -20.8% and KOR beta-arrestin-2 -11.5%.
`O=C(CCCn1c(SCc2cc(=O)n3cc(Cl)ccc3n2)nc2ccccc2c1=O)NCC1CCCO1` (stereo not drawn) gave KOR beta-arrestin-1 4.3%, HIV fusion peptide -0.1%, GPR55 LPI antagonism -12.7%, Large T inhibition 7.6%, GPR55 activation -1.9%, HEK293 NOD2/NF-kB 5.7%, Rac1 GTP hydrolysis 11.0%, NOD1 NF-kB reporter -5.3% and KOR beta-arrestin-2 -15.1%.
Screening CCOC(=O)C(NC(C)=O)(NS(=O)(=O)c1ccccc1)C(F)(F)F (stereo not drawn) returned KOR beta-arrestin-1 -2.7%, HIV fusion peptide 1.5%, GPR55 LPI antagonism 8.2%, Large T inhibition 9.6%, GPR55 activation -0.1%, HEK293 NOD2/NF-kB -3.7%, Rac1 GTP hydrolysis 4.6%, NOD1 NF-kB reporter -18.7% and KOR beta-arrestin-2 -1.5%.
Screening CCOc1ccccc1C(=O)Nc1ccc(S(=O)(=O)N2CCN(C)CC2)cc1 returned KOR beta-arrestin-1 2.5%, HIV fusion peptide 0.8%, GPR55 LPI antagonism -11.3%, Large T inhibition 10.9%, GPR55 activation 0.3%, HEK293 NOD2/NF-kB 26.4%, Rac1 GTP hydrolysis 1.6%, NOD1 NF-kB reporter -21.8% and KOR beta-arrestin-2 -20.1%.
Cc1oc2ccc(OC(C(=O)O)c3ccccc3)cc2c1C(=O)O (stereo not drawn) was read as KOR beta-arrestin-1 -5.8%, HIV fusion peptide 2.5%, GPR55 LPI antagonism 9.3%, Large T inhibition 5.0%, GPR55 activation -0.1%, HEK293 NOD2/NF-kB 2.0%, Rac1 GTP hydrolysis 10.8%, NOD1 NF-kB reporter -5.1% and KOR beta-arrestin-2 11.5%.
CC1=NNC(=O)C1CCC(=O)N/N=C/c1ccc(C)cc1 (stereo not drawn) was read as KOR beta-arrestin-1 6.2%, HIV fusion peptide -0.4%, GPR55 LPI antagonism 2.6%, Large T inhibition 11.3%, GPR55 activation 0.4%, HEK293 NOD2/NF-kB -7.0%, NOD1 NF-kB reporter -0.3% and KOR beta-arrestin-2 -25.4%.
CCOc1cc(C(=O)O/N=C(\N)c2ccc([N+](=O)[O-])cc2)cc(OCC)c1OCC was read as KOR beta-arrestin-1 8.0%, HIV fusion peptide 0.0%, GPR55 LPI antagonism 6.3%, Large T inhibition -11.6%, GPR55 activation 0.3%, HEK293 NOD2/NF-kB -7.3%, Rac1 GTP hydrolysis 3.6%, NOD1 NF-kB reporter 15.4% and KOR beta-arrestin-2 -0.2%.
Screening O=C(O)c1cccc2c1C(=O)N(Cc1ccncc1)C2 returned KOR beta-arrestin-1 -2.5%, HIV fusion peptide -1.6%, GPR55 LPI antagonism 0.1%, Large T inhibition 4.7%, GPR55 activation -0.1%, HEK293 NOD2/NF-kB -6.5%, Rac1 GTP hydrolysis -4.8%, NOD1 NF-kB reporter -0.6% and KOR beta-arrestin-2 -26.3%.
Screening O=C(CN(C(=O)CCC(=O)Nc1nccs1)c1cccc(F)c1)NCc1ccccc1 returned KOR beta-arrestin-1 4.2%, HIV fusion peptide 0.2%, GPR55 LPI antagonism 0.3%, Large T inhibition 19.2%, GPR55 activation 0.3%, HEK293 NOD2/NF-kB -16.5%, Rac1 GTP hydrolysis 6.5%, NOD1 NF-kB reporter -61.5% and KOR beta-arrestin-2 -29.9%.
O=C(CCn1nnc2ccccc21)N1CCC(O)(c2cccc(F)c2)CC1 was read as KOR beta-arrestin-1 -1.9%, HIV fusion peptide -2.4%, GPR55 LPI antagonism -6.2%, Large T inhibition -3.0%, GPR55 activation -0.5%, HEK293 NOD2/NF-kB 2.9%, Rac1 GTP hydrolysis 2.4%, NOD1 NF-kB reporter 0.3% and KOR beta-arrestin-2 -33.5%.
Screening Cc1nnc(Cl)c2nn(-c3ccccc3F)c(C)c12 returned KOR beta-arrestin-1 -0.6%, HIV fusion peptide -0.2%, GPR55 LPI antagonism 13.8%, Large T inhibition 7.8%, GPR55 activation -0.1%, HEK293 NOD2/NF-kB -5.8%, Rac1 GTP hydrolysis 7.9%, NOD1 NF-kB reporter 2.6% and KOR beta-arrestin-2 1.9%.
CC1=[N+]([O-])C(C)(C)C(c2ccc(Br)cc2)=[N+]1[O-] was read as KOR beta-arrestin-1 -1.5%, HIV fusion peptide -2.3%, GPR55 LPI antagonism 0.0%, Large T inhibition 2.4%, GPR55 activation 0.1%, HEK293 NOD2/NF-kB -8.5%, Rac1 GTP hydrolysis 10.4%, NOD1 NF-kB reporter -6.1% and KOR beta-arrestin-2 -7.8%.
`COc1ccc(NC(=O)CS(=O)CC(=O)N2CCN(C3CCCC3)CC2)cc1` (stereo not drawn) gave KOR beta-arrestin-1 3.5%, HIV fusion peptide -1.2%, GPR55 LPI antagonism -0.6%, Large T inhibition 8.7%, GPR55 activation 0.2%, HEK293 NOD2/NF-kB -22.4%, Rac1 GTP hydrolysis -5.0%, NOD1 NF-kB reporter 2.1% and KOR beta-arrestin-2 -52.1%.
O=C(CSCc1ccc([N+](=O)[O-])cc1)NCCSCc1ccccc1 was read as KOR beta-arrestin-1 -1.1%, HIV fusion peptide -2.6%, GPR55 LPI antagonism 17.6%, Large T inhibition 7.8%, GPR55 activation 0.3%, HEK293 NOD2/NF-kB -26.9%, Rac1 GTP hydrolysis 11.6%, NOD1 NF-kB reporter 4.9% and KOR beta-arrestin-2 40.9%.
`Cc1ccc(P(=O)(CC(=O)O)c2ccc(C)cc2)cc1` gave KOR beta-arrestin-1 -3.9%, HIV fusion peptide 0.4%, GPR55 LPI antagonism 8.2%, Large T inhibition -2.0%, GPR55 activation 0.0%, HEK293 NOD2/NF-kB -1.8%, Rac1 GTP hydrolysis 6.6%, NOD1 NF-kB reporter -11.7% and KOR beta-arrestin-2 23.2%.
Cn1nc(C(F)(F)F)c2cc(C(=O)NC3CC3)sc21 was read as KOR beta-arrestin-1 -2.9%, HIV fusion peptide 0.2%, GPR55 LPI antagonism -4.2%, Large T inhibition 6.9%, GPR55 activation -0.3%, HEK293 NOD2/NF-kB -3.4%, Rac1 GTP hydrolysis 4.7%, NOD1 NF-kB reporter -19.6% and KOR beta-arrestin-2 -34.8%.
